# Bioassay records deposited in PubChem BioAssay by several laboratories.
# rCAG binder = binds r(CAG) RNA repeats | 370,000 compounds, 1.3% hits | r(CAG) RNA repeat, TO-PRO-1 dye displacement fluorescence | inhibition, % at 3 µM;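 active means inhibition above the plate cutoff, the mean of all test compounds on that plate plus 3 SD, cut at about 35% in these data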;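 further: 0% = DMSO alone and 100% = 100 µM mitoxantrone as full dye displacement; higher means more dye released from RNA so lower well fluorescence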
# mABHD4 FP = ABHD4 (mouse) inhibition, primary FP screen. AID 720543. inhibition, % at 8.92 µM. Q8VD66. purified mABHD4, FP-Rh probe fluorescence polarization. 370,000 compounds, 0.54% hits;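 active means inhibition exceeding the mean over every tested compound plus 3 SD, cut at about 30% in these data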;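 further: 0% = plate median of compound wells and 100% = S159A mutant with DMSO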
#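 Test system: mABHD4 protein | Buffer or medium: HEPES pH 7.0 buffer, 150 mM NaCl, 0.01% Pluronic F-127 | Probe or stimulus: FP-Rh fluorescent activity-based probe, added after compound pre-incubation | Timing: Pre-incubation 45 min, probe exposure 60 min, at 25 °C | Technique: Fluorescence polarization, excitation 525 nm, emission 598 nm, BODIPY TMR filters | Repeats: Single well per compound (singlicate)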
# TCR-CD3 inh = human TCR-CD3 binding inhibition | inhibition, % at 9.4 µM | TAMRA-labeled TCR probe fluorescence, biochemical | 360,000 compounds, 0.37% hits; in the data active means inhibition above about 19%;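 further: recombinant mutant TCR 2C K166C tagged with TAMRA read by polarization; 0% = receptor in buffer alone and 100% = receptor with positive control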
# GC-A act = GC-A (human) enzyme activation; P16066; HEK293 GC-A cells, cGMP TR-FRET, EC30 ANP; 0% at EC30 ANP, 100% saturating ANP; activation, % at 10 µM; 370,000 compounds, 0.14% hits; in the data active means activation above about 40%
# Target sequence (P16066 whole entry, looked up): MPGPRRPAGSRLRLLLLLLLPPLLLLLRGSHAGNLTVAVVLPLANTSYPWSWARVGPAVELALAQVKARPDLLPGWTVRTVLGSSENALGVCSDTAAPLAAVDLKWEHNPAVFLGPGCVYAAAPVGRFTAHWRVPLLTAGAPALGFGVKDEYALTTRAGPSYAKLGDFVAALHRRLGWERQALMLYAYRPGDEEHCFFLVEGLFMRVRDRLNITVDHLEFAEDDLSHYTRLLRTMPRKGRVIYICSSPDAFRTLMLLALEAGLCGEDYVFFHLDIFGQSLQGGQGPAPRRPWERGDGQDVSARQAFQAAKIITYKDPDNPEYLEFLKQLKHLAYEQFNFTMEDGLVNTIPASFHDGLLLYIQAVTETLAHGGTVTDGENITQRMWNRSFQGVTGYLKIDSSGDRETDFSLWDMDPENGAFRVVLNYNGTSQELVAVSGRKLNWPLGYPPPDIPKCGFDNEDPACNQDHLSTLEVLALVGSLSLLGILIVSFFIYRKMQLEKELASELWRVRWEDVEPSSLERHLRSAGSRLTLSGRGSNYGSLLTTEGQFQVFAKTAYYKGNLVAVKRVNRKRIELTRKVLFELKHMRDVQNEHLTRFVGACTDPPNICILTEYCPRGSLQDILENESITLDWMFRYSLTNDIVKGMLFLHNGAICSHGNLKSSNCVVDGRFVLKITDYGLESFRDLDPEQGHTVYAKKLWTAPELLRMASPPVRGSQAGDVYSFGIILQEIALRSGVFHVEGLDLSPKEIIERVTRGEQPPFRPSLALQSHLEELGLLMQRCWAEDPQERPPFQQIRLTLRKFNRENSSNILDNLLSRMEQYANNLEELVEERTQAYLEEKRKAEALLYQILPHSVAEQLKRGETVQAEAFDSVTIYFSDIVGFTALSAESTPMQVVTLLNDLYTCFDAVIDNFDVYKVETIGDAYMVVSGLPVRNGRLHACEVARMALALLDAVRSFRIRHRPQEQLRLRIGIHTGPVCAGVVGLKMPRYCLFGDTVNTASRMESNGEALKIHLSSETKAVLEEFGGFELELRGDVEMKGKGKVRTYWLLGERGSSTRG
# HTRA1 inhibitor = HTRA1 (human) protease inhibition; 340,000 compounds, 0.5% hits; recombinant HTRA1, FP-rhodamine activity-based probe, fluorescence polarization; inhibition, % at 5.96 µM; Q92743; in the data active means inhibition above about 36%;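 further: 0% = enzyme with DMSO and 100% = wells lacking enzyme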
# MBD2 inh = blocks human MBD2 binding to methylated DNA. Q9UBB5. 370,000 compounds, 0.31% hits. TR-FRET, MBD2 binding to methylated oligonucleotide. inhibition, % at 4.4 µM; in the data active means inhibition above about 13%
# NPR2 activator = GC-B (human) receptor activation. HEK293-GC-B cells, CNP EC30, cGMP TR-FRET; 0% at EC30 CNP, 100% saturating CNP. activation, % at 10 µM. 370,000 compounds, 0.11% hits. AID 1920062;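 active means activation at 10 µM reaching about 35% in either raw or pattern-adjusted values, limit read from the data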
# UHRF1 MBD2 ctr = blocks human UHRF1 binding to methylated DNA; inhibition, % at 4.4 µM; Q96T88; UHRF1 binding to methylated oligo, TR-FRET; 370,000 compounds, 0.75% hits; in the data active means inhibition above about 21%;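 further: UHRF1 SRA domain binding a hemimethylated CpG hairpin DNA probe; 0% = median of test compound wells and 100% = reference inhibitor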
# SIAE inh = human SIAE inhibition, primary screen; SIAE FP-Rh probe binding, fluorescence polarization; inhibition, % at 9.66 µM; 370,000 compounds, 0.69% hits; AID 1053197;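 active means inhibition above a cutoff: mean of compounds within the control limits plus 3 SD of those, cut at about 17% in these data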;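 further: 0% = plate median of compound wells and 100% = probe without SIAE protein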
# PRMT1 FP inh = inhibitors of human PRMT1; Q99873; inhibition, % at 2.79 µM; 370,000 compounds, 1.3% hits; recombinant PRMT1, activity-based probe fluorescence polarization;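 active means inhibition above about 21% made by adding two undisclosed values, limit read from the data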
# Starred values were filed as active, the others as inactive; · = not tested or not shown. The list is partial (hit frequency here may not be typical).
SMILES,rCAG binder,mABHD4 FP,TCR-CD3 inh,GC-A act,HTRA1 inhibitor,MBD2 inh,NPR2 activator,UHRF1 MBD2 ctr,SIAE inh,PRMT1 FP inh
Cc1cccc(Oc2cc(NC(=O)Cn3cnc([N+](=O)[O-])n3)cc([N+](=O)[O-])c2)c1,33.2,-36.1,-3.0,1.2,-27.5,6.2,-2.5,1.4,-16.7,5.4
COc1ccc(CCNC(=O)CCNS(=O)(=O)c2cc(Br)cnc2N)cc1OC,-1.1,-3.8,-1.6,1.4,-1.7,3.6,1.9,1.8,-0.1,1.0
c1cnc(N2CCN(c3nc4ccccc4n4cnnc34)CC2)nc1,0.8,-6.7,4.0,0.4,-3.7,3.0,-2.4,1.2,-2.6,3.0
Cn1cccc1C(=O)OCC(=O)Nc1sccc1C#N,7.0,2.5,-2.5,-6.9,-0.4,9.4,-7.4,0.4,-1.5,3.0
FC(F)(F)c1ccc(N2CCN(c3ncnc4c3nnn4Cc3ccccc3Cl)CC2)cc1,0.5,3.8,3.9,1.6,-2.9,5.8,-1.8,1.5,2.4,-3.4
CC(CCc1ccccc1)NC(=S)NC(=O)c1ccco1 (stereo unspecified),-3.3,-5.2,-6.3,1.2,-2.8,-5.5,1.0,-0.2,5.3,-0.9
CCOC(=O)N(Cc1ccccc1)Cc1ccc(C(=O)N[C@@H](Cc2ccccc2)C(=O)O)cc1,6.3,-2.4,-10.9,0.7,2.5,4.9,3.3,4.0,-7.6,6.0
COc1ccccc1OCC(=O)NCCSCc1cccc(Cl)c1,-5.4,-3.9,-0.8,-1.2,-7.7,-0.5,5.1,5.2,0.4,-0.5
COC(=O)C1=C(C)N(Cc2ccccc2C(F)(F)F)C(=NCc2ccc(OC)cc2)NC1c1cccc(Cl)c1 (stereo unspecified),3.9,6.3,-3.5,-10.4,·,5.5,-19.9,1.5,-3.2,3.1
Clc1nc(NCc2ccco2)nc(N2CCCCC2)n1,-1.0,-0.7,4.7,-2.5,-0.4,2.5,-1.8,2.0,-0.4,-2.2
CS(=O)(=O)c1cccc(C(=O)OCC(=O)Nc2ccc3c(c2)OCO3)c1,1.2,1.6,1.5,2.4,4.7,-0.5,-1.2,0.0,6.3,4.4
O=[N+]([O-])c1ccccc1Oc1cnc2ccccc2n1,-3.7,-0.3,7.0,1.1,0.9,5.3,4.5,-0.3,1.3,-2.9
CCOC(=O)N1CCC(NC(=O)CCc2ccccc2)CC1,-0.8,2.5,0.4,-0.5,2.3,5.1,-0.2,3.5,-0.9,3.3
COc1ccc(S(=O)(=O)N2CCN(C(=O)C3CCCCC3)CC2)cc1,-0.3,-6.0,-1.3,-3.5,-3.5,5.2,0.4,-0.3,6.3,-5.3
CN1c2ccccc2C(C)(C)C12C=Cc1cc(O)ccc1O2 (stereo unspecified),12.8,-92.5,-23.7,-5.8,-58.7,-7.7,2.1,-5.5,-72.6,8.5
CCCCCc1c(C)nc(Nc2ccc(F)cc2)[nH]c1=O,14.6,3.7,5.7,3.1,-3.0,0.4,5.0,0.4,-6.6,3.1
CCOC(=O)CC(NC(=O)C1c2ccccc2Oc2ccccc21)c1ccccc1Cl (stereo unspecified),1.7,2.3,3.9,-28.1,-16.0,-0.2,-12.5,-3.7,-1.6,-2.8
Cc1cc(C)cc(C(=O)NC(CC(N)=O)c2ccc(NC3CCCCCC3)c([N+](=O)[O-])c2)c1 (stereo unspecified),3.1,6.8,-0.3,-2.0,3.6,-6.4,-1.3,-0.7,8.0,0.8
CCNC(=S)N/N=C/c1ccc(C(=O)O)cc1,0.6,1.8,1.8,6.1,3.2,-5.6,1.1,-1.6,2.6,0.6
Cc1onc(-c2ccccc2Cl)c1C(=O)Nc1cccc(S(=O)(=O)N2CCOCC2)c1,1.9,5.4,-7.4,0.5,-12.6,4.1,3.9,0.8,3.0,3.4
O=C(NCc1ccccc1F)C1CCCN(S(=O)(=O)c2ccc(-n3cnnn3)cc2)C1 (stereo unspecified),0.7,-12.7,1.1,-4.7,4.7,4.2,0.1,3.4,-7.3,2.3
CCC(C(=O)OCC(=O)Nc1ccc(F)cc1)c1ccccc1 (stereo unspecified),-1.9,3.2,-2.9,0.5,-2.7,5.5,-0.3,2.3,0.4,2.4
Cc1cc(N2CCC(C(=O)NC3CCCCC3)CC2)nc(-c2ccccc2)n1,-7.8,-4.8,2.1,-4.1,-1.1,5.0,-3.8,-0.4,0.6,-1.1
COC(=O)c1ccc(/C=N/NC(=O)CC(=O)NC2CCCCC2)cc1,-1.2,-3.4,2.0,0.5,0.2,-0.1,-5.1,-0.7,5.0,0.8
Clc1ccccc1-c1nn2c(-c3ccccn3)nnc2s1,-2.5,2.7,-0.3,-1.0,4.3,5.2,-3.4,-4.9,-3.5,-1.8
O=C(CC1SC(=Nc2ccccc2)N(Cc2ccccn2)C1=O)Nc1cccc(Cl)c1 (stereo unspecified),4.3,-44.0,4.0,-3.6,-63.7,0.2,-3.0,-4.0,-12.6,2.0
Cc1ccc(OCCC(=O)OCC(=O)NC2CCCC(C)C2C)cc1 (stereo unspecified),-0.6,5.4,-3.8,2.0,-4.5,-1.8,-3.0,-2.0,9.9,1.6
Cc1nn(CCCC(=O)NC(C)c2ccccc2)c(=O)c2nn(-c3ccccc3)c(C)c12 (stereo unspecified),-7.9,-6.8,-4.6,-0.8,2.4,1.9,-4.7,-2.3,1.6,-1.1
O=C(c1ccccc1)c1cc[n+]([O-])cc1,0.9,-4.1,1.9,4.4,3.7,2.6,6.6,-2.2,1.9,-3.7
COc1ccc(N2CCN(C(=O)c3ccc(NS(=O)(=O)c4cccs4)cc3)CC2)cc1,9.2,-2.1,1.7,-1.4,-1.6,-1.2,-10.6,0.0,3.2,-2.5

# As entered above:
# COc1ccccc1OCC(=O)NCCSCc1cccc(Cl)c1 @ SIAE inh: 0.4
# Clc1nc(NCc2ccco2)nc(N2CCCCC2)n1 @ UHRF1 MBD2 ctr: 2.0

# Additional results:
SMILES,rCAG binder,mABHD4 FP,TCR-CD3 inh,GC-A act,HTRA1 inhibitor,MBD2 inh,NPR2 activator,UHRF1 MBD2 ctr,SIAE inh,PRMT1 FP inh
O=C(Cc1ccccc1)Nc1nnc(-c2ccco2)o1,-0.4,5.4,-4.8,5.7,5.6,-3.9,2.7,4.1,4.7,-1.0
CCOc1ccc(-c2cc(C(=O)NCCCn3ccnc3)c3cc(Br)ccc3n2)cc1,2.7,6.2,6.2,3.2,-21.4,0.6,-2.9,2.3,-42.8,1.1
Cc1ccccc1OCC(=O)Nc1nc(-c2ccncc2)cs1,3.3,-8.8,5.8,0.0,-13.7,-9.9,1.4,-2.2,-2.9,-0.5
CC(/C=N/Nc1nncc(=O)[nH]1)=C\c1ccccc1,4.2,-2.5,3.0,-5.1,4.6,1.4,-6.1,-8.0,-1.6,-1.8
O=c1[nH]cnc2c1ncn2[C@H]1CC[C@@H](CO)O1,0.9,-12.3,3.5,3.4,-2.7,38.0*,4.1,22.7*,0.2,0.2
O=C(N/N=C/c1cccnc1)c1ccc2ccccc2c1O,15.9,12.8,1.7,3.1,5.9,0.8,2.4,1.1,9.9,5.3
CC(C(=O)O)C1SC(=O)NC1=O (stereo unspecified),0.1,-3.9,4.2,1.9,6.5,-2.9,1.4,-0.4,0.6,-2.4
Cn1nc(C(F)(F)F)c(C(=O)Nc2ccc(F)cc2F)c1Cl,0.4,0.3,2.2,-1.4,4.8,1.9,5.2,-0.7,9.1,0.2
CNC(=O)NNC(=O)c1onc(-c2c(Cl)cccc2Cl)c1C(=O)OC,2.4,-1.5,-5.0,1.4,2.7,1.3,0.5,5.5,11.1,-4.6
FC(F)(F)c1cc(-c2ccco2)nc(NCc2ccco2)n1,14.6,3.3,5.8,1.2,-24.1,4.2,0.5,-1.4,-7.0,6.7
Cc1ccc(C2c3sc(=O)[nH]c3SC3C(=O)NC(=O)C32)cc1 (stereo unspecified),3.0,7.7,-10.9,1.2,-1.2,0.9,4.7,-2.7,9.1,7.7
NC(c1ccccc1)c1csc(NC(=O)NCC2CCCCC2)n1 (stereo unspecified),12.0,1.2,-1.4,6.9,·,2.6,2.3,1.6,-8.8,-3.2
COc1cc(OC)c(S(=O)(=O)NC(C)C)cc1S(=O)(=O)NC(C)C,3.4,-3.5,-12.2,0.5,7.3,4.5,-2.5,3.8,-5.7,-1.4
Cc1cc(C(F)F)n2nc(C(=O)Nc3sc4c(c3C#N)CCC4)nc2n1,13.8,8.7,6.5,-3.5,6.1,-4.4,4.5,-4.2,-2.1,2.0
CC(=O)c1cccc(NC(=O)CN2C(=O)COc3ccc(Cl)cc32)c1,-2.0,0.6,-1.6,-2.1,-17.1,-0.7,-3.2,2.0,-6.5,2.0
CC(Oc1ccc(Cl)cc1Cl)C(=O)NCCC1=CCCCC1 (stereo unspecified),-6.2,-0.2,-1.0,1.4,-12.5,3.6,0.1,0.7,-6.0,-0.3
CCN(C(=O)CSc1n[nH]c(-c2ccc(OC)cc2)n1)c1c(N)n(Cc2ccccc2)c(=O)[nH]c1=O,4.0,-3.5,1.1,5.7,3.3,1.2,4.0,-0.4,-4.7,3.3
Nc1cc(N2CCCCCC2)c2nonc2c1[N+](=O)[O-],8.6,-0.7,-2.4,6.0,-5.1,-4.3,-0.2,-7.5,-4.2,5.9
Cn1c(=O)c2[nH]c(COc3ccccc3)nc2n(C)c1=O,2.4,-5.2,-1.6,-0.9,4.4,8.2,0.9,-0.2,-1.6,20.3
COc1ccc(CC(=O)N2CCN(c3cccc(Cl)c3)CC2)cc1OC,-8.3,2.0,6.2,-20.7,-11.2,2.9,-15.9,-0.1,0.6,-2.8
O=C(Nc1ccccc1C(=O)O)c1ccc(Br)o1,-1.7,-8.0,-2.9,0.1,1.2,2.4,-8.8,-0.7,-6.0,-0.2
CCOc1cc(CNc2ccc3c(c2)OCCO3)cc(Br)c1OC,4.1,10.0,-1.8,-1.4,0.7,-0.2,-1.9,-1.0,6.8,1.8
COc1ccc(C(=O)NCN2CCN(c3ccccc3)CC2)cc1OC,1.4,0.2,1.9,-1.3,-2.1,4.4,-0.1,-2.4,1.0,-0.2
CN(Cc1ccccc1)C(=O)c1oc(=O)c2ccccc2c1-c1ccccc1,-6.2,-2.1,2.8,-8.2,-15.2,-4.3,1.2,-1.3,1.5,1.9
CC1(C2CC2)NC(=O)N(CC(=O)Nc2ccc(SC(F)F)cc2)C1=O (stereo unspecified),1.1,-9.5,-6.1,0.7,2.1,2.9,-2.5,1.0,-2.9,3.1
O=C(C1CCCO1)N1CCN(Cc2nc3ccccc3c(=O)[nH]2)CC1 (stereo unspecified),-0.8,6.4,-5.9,3.0,-0.2,-4.6,0.4,-2.5,2.7,0.7
Cn1ncc(Br)c1C(=O)N1CCOCC1,-5.3,7.4,-7.0,1.7,-0.9,4.7,1.2,0.8,6.8,0.0
COC(=O)c1ccccc1C(=O)N(c1ccccc1)c1ccccc1,-7.3,0.7,10.4,-12.8,0.5,-1.2,-11.9,-2.0,-8.0,-0.1
